M1 ag: agonists of human M1 muscarinic receptor. P11229. CHO-K1 hM1, Fluo-8 calcium fluorescence, agonist mode; 0% DMSO, 100% acetylcholine EC100. activation, % at 3 µM. 0.33% of 360,000 active. AID 588814;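 active means activation above the run's mean compound activation plus 3 SD, cut at about 16% in these data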;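 further: peak over basal fluorescence ratio within a 140 s kinetic read after compound addition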
Target sequence (P11229 whole entry, looked up): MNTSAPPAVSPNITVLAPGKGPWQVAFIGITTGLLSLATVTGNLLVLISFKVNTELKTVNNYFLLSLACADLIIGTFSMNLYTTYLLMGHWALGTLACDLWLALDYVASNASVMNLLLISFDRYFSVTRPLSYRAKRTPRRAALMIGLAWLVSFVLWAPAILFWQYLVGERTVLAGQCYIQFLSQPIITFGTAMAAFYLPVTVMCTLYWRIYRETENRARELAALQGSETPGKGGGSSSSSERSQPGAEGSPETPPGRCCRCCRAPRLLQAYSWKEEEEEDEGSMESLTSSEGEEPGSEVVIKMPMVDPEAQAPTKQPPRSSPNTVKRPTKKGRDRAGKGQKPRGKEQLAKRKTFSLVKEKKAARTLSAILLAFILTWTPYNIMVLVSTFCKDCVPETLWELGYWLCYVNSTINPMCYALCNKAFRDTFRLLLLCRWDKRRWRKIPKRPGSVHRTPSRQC
CHO parental Ca: signal in parental CHO cells, OX1R antagonist counter-screen. parental CHO-K1, ATP-induced calcium, Fluo-8 fluorescence. 0.63% of 330,000 active. AID 463079. inhibition, % at 5.6 µM;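 active means inhibition above that plate's mean sample inhibition plus 3 SD, cut at about 26% in these data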;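 further: 0% = ATP-challenged DMSO wells and 100% = DMSO wells without ATP; some compounds past the cut are filed as inactive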
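Test system: untransfected parental CHO cell line; also added: ATP stimulus; dosing: 5.6 µM, single dose; signal: calcium-sensitive Fluo-8 fluorescence; measure: percent inhibition of ATP-evoked calcium rise, normalized to controls; benchmarks: low control ATP plus DMSO, high control DMSO only; replication: one well per compound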
M1 PAM parental: nonselective activator or artifact in parental CHO-K1 calcium assay | ATP EC20, Fluo-8 calcium fluorescence; 0% at ATP EC20, 100% at ATP max | activation, % at 3 µM | 0.02% of 360,000 active | AID 602247;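 active means activation above the run cutoff, the mean activation of all test compounds plus 3 SD, cut at about 40% in these data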;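 further: peak over basal fluorescence ratio in a 140 s read after ATP addition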
CHRM1 PAM: positive allosteric modulators of human M1 muscarinic receptor; P11229; CHO-K1 hM1, Fluo-8 calcium fluorescence, ACh EC20; 0% = ACh EC20, 100% = maximal ACh; activation, % at 3 µM; 0.088% of 360,000 active; AID 588819; in the data active means activation above about 19%, passing the limit was not always enough
CHO-K1 Ca ag: M1 agonist counterscreen hit in parental CHO-K1 cells; 0.48% of 360,000 active; Fluo-8 calcium fluorescence; scaled to maximal ATP response, vehicle zero; activation, % at 3 µM; in the data active means activation above about 15%;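 further: untransfected CHO-K1 host cells lacking M1 receptor as counterscreen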
TAAR1 agonist: agonists of human TAAR1; AID 624467; activation, % at 3 µM; CHO RD-HGA16 TAAR1, Fluo-8 calcium fluorescence; vehicle wells 0%, saturating PEA agonist 100%; 0.99% of 360,000 active;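 active means activation above the mean activation of all test compounds in the run plus 3 SD, cut at about 38% in these data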
Target sequence (Q96RJ0 whole entry, looked up): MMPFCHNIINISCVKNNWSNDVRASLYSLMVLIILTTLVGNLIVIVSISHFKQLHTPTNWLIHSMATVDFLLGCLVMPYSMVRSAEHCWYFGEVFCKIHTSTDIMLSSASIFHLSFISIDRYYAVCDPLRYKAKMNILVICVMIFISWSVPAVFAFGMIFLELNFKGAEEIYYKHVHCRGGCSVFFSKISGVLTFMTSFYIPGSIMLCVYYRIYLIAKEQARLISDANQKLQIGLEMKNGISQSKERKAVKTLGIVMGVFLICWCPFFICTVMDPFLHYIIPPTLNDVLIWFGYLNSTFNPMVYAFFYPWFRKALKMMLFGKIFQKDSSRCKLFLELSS
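Repeats: no replicates (n 1) | Material: CHO-derived RD-HGA16 cells with stable Gα16 and human TAAR1 | Technique: Kinetic Fluo-8 calcium fluorescence | Schedule: 17-24 h seeding, 75 min 37 °C dye, 30 min RT | Evaluation: % activation from peak over basal fluorescence ratio, DMSO-to-PEA scaled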
TAAR1 antag: human TAAR1 antagonism; 1.5% of 360,000 active; CHO RD-HGA16 TAAR1, Fluo-8 calcium fluorescence, antagonist; AID 624466; inhibition, % at 3 µM;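 active means inhibition above a per-plate cutoff, the mean inhibition of test compounds on that plate plus 3 SD, cut at about 49% in these data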;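 further: 0% = DMSO plus EC80 beta-PEA response and 100% = DMSO alone without agonist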
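Test system: RD-HGA16 CHO cells with stable hTAAR1 and Gα16 / Probe or stimulus: EC80 β-phenethylamine stimulus / Times: seeding 17-24 h prior, 75-min 37 °C, 30-min RT dye loading / Detection: Fluo-8 calcium-sensitive fluorescence / Read-out basis: % inhibition scaled between DMSO and EC80 PEA controls / Repeats: singlicate, one well per test compound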
CHO-K1 Ca antag: nonselective inhibitor or artifact in parental CHO-K1 cells; inhibition, % at 3 µM; 0.6% of 360,000 active; ATP-induced calcium, Fluo-8 fluorescence;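 active means inhibition above a per-plate cutoff, the plate's mean sample inhibition plus 3 SD, cut at about 24% in these data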;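 further: 0% = DMSO plus EC80 ATP and 100% = DMSO alone without ATP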
M1 antag: human CHRM1 antagonism. P11229. CHO-K1 hM1, Fluo-8 calcium fluorescence, ACh EC80 antagonist. inhibition, % at 3 µM. 1.3% of 360,000 active. AID 588852;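 active means percent inhibition above its own plate's cutoff, namely the mean of that plate's compound wells plus 3 SD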;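 further: peak over basal fluorescence ratio during 140 s after agonist addition; 0% = ACh EC80 plus DMSO and 100% = DMSO alone without agonist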
* hit, by the source's call; / = no result given.

SMILES	M1 ag	CHO parental Ca	M1 PAM parental	CHRM1 PAM	CHO-K1 Ca ag	TAAR1 agonist	TAAR1 antag	CHO-K1 Ca antag	M1 antag
Cc1ccccc1C(=O)O	-2	2	14	-1	0.4	0	8	-15	5
Cc1ccc(C2CC(C(F)(F)F)n3ncc(C(N)=O)c3N2)cc1 (stereo not given)	-4	-14	-7	0	-0.8	1	-25	12	10
Cc1c(CN(C)C)c2c(n1Cc1ccccc1)C(=O)c1ccc(Br)cc1-2	-4	-10	24	8	0.8	16	4	-19	-8
CN(C)c1ccc(C(=S)NC2CCCCC2)cc1	-5	-5	20	0	-0.3	-1	8	-11	13
CCOc1ccc(NC(=O)CN(c2ccc(OC)cc2)S(C)(=O)=O)cc1	-4	-17	17	7	0.8	4	12	-14	-7
O=C(Nc1ccc(-c2cn3c(n2)SCC3)cc1)c1ccco1	-3	-15	11	6	1.2	0	-8	-11	-6
CCCCc1ccc(-n2nnnc2SCC(=O)Nc2cc(OC)c([N+](=O)[O-])cc2C)cc1	-5	-18	16	4	0.4	3	-1	2	-6
CNC(=S)N1N=C(c2ccccc2)CC1c1ccccc1Cl (stereo not given)	-15	-1	17	-29	0.9	0	3	-6	2
COc1ccc(C(=O)Nc2ccc(CN3CCOCC3)cc2)cc1	-4	-16	4	-7	0.1	4	11	3	2
CCOc1ccc(NC(=O)CN(C)C(=O)c2c(-c3c(F)cccc3Cl)noc2C)cc1OCC	3	-2	-2	10	1.3	2	-12	15	-9
CCOc1cccc(C(=O)NC2=NCCS2)c1	-3	/	16	0	0.8	1	-30	-10	2
COc1ccc(Cl)cc1C(=O)CSc1nc(N)cc(N)n1	-5	3	-3	5	0.1	10	-11	12	3
CCCNC(=O)COc1coc(CN2CCN(c3ccc(F)cc3)CC2)cc1=O	-3	-16	11	2	1.2	3	-14	-17	-3
CN(C)c1ccc(N=Cc2nc(-c3ccccc3)oc2OC(=O)c2ccccc2)cc1	-6	0	1	1	1.1	5	11	7	2
COC(=O)c1ccc(S(=O)(=O)N2CCCCC2)o1	-7	0	20	7	4.2	5	-15	-3	-7
CCN(CC)C(=O)Cn1cc(C(=O)C(=O)NCCc2ccc(S(N)(=O)=O)cc2)c2ccccc21	-4	-11	5	-17	0.7	4	-1	-11	6
CCn1c(=N)n(CC(=O)c2ccc(OC)c(OC)c2)c2ccccc21	-9	-26	15	0	-0.4	/	/	-13	-2
Cc1cc(C)n(C(=O)c2cccc(S(=O)(=O)N3CCCCC3)c2)n1	2	-5	-4	21	0.4	3	-21	-2	-7
COC(=O)c1ccc(C)c(NC(=O)c2ccc(CN3CCc4ccccc4C3)cc2)c1	-7	-13	3	2	2.6	0	6	10	-17
CCOc1ccccc1C(=O)NCC(=O)Nc1ccc(-c2ccccc2)cc1	0	-15	-2	9	-0.2	6	-20	-8	-13
O=C(COC(=O)c1cc(Br)ccc1O)Nc1cc(S(=O)(=O)N2CCCC2)ccc1Cl	-2	/	-13	-2	-0.1	0	2	5	12
CCCc1c2c(cc3c(=O)cc(C(=O)OCC)oc13)CCCC2	-5	-19	-1	-1	-0.4	3	-1	-16	0
COc1cccc(C(O)C2OC(=O)c3ccccc32)c1OC (stereo not given)	-4	3	15	9	1.0	0	6	-7	-8
Cc1ccc(-n2nnnc2SCC(=O)NCC2CCCO2)cc1C (stereo not given)	-4	/	3	7	0.8	2	-18	-10	-13
S=C(NCCc1ccccc1)Nc1ccccn1	-5	-8	9	1	1.0	4	-17	-2	-1
COc1cccc(OCCSc2nc(C)c(Cc3ccccc3)c(=O)[nH]2)c1	-8	-11	22	6	0.4	0	-5	-2	-6
COc1ccc(N2CCN(Cc3nc4c(c(=O)n(C)c(=O)n4C)n3CC(C)=O)CC2)cc1	-5	-3	21	-7	0.7	2	-10	1	8
C#CCOCCOCCOCCNc1nc(N2CCN(C(=O)Cn3cc(CCCN=C(N)N)nn3)CC2)nc(N2CCN(C(=O)[C@H]([C@@H](C)O)n3cc(CCCCN)nn3)CC2)n1	-4	-13	-7	5	-0.1	13	0	-16	-8
COc1ccccc1-n1c(=O)[nH]c2c(C(N)=O)nc(CC(C)C)nc21	1	-4	-3	1	0.1	0	-18	4	-5
CCOc1cc(C)nc(NCc2ccccc2)n1	-4	3	7	7	-0.4	2	3	4	-15
CCOc1ccc(N(CC)C(=O)COc2cc(=O)n(CC)c3ccccc23)cc1	-1	-21	-4	11	0.1	2	0	18	3
Cc1ccc(N(CC(N)=O)C2SC(=O)N(C)C2=O)cc1 (stereo not given)	-1	-4	22	11	0.8	3	-3	-10	-11
COc1ccc(C[C@H]2CN3C(=NC[C@H]3C)N2CCNC(=O)c2ccc(C)c(Br)c2)cc1	-11	-19	18	-33	0.7	12	9	-8	76*
Cc1ccc(CCC(=O)Nc2ccccc2F)s1	-7	-5	3	7	-0.4	6	-5	7	-4
C=CCc1cccc(/C=N/n2cnnc2)c1O	-1	-9	-2	7	0.6	11	9	2	4
COCC1CCN(C(=O)c2cc(COc3ccc4c(c3)CCCC4)on2)C1 (stereo not given)	3	-24	-25	13	0.8	-1	-3	10	1
Cn1cnc2cc(NCc3ccccc3Cl)ccc21	-11	-13	8	2	2.1	1	-1	-6	-8
Cc1ccc(N(C)C(=O)c2cc(S(=O)(=O)N3CCc4ccccc43)cn2C)cc1	-1	-2	-8	-3	0.1	0	-6	15	7
O=C(OCC(=O)N1CCN(C(=O)c2ccco2)CC1)c1cc(S(=O)(=O)Nc2ccc(Cl)cc2)ccc1O	-4	-34	17	-7	5.5	7	37	-13	16
C[C@]12c3[nH]c4ccccc4c3CCN1C(=O)C(CC(=O)NCCCn1ccnc1)C[C@@H]2C(=O)N1CCOCC1 (stereo not given in full)	-7	-5	26	7	0.1	3	-14	-19	-16

Another view of some results above.
Every second line gives: M1 ag	CHO parental Ca	M1 PAM parental	CHRM1 PAM	CHO-K1 Ca ag	TAAR1 agonist	TAAR1 antag	CHO-K1 Ca antag	M1 antag
> COc1ccccc1-n1c(=O)[nH]c2c(C(N)=O)nc(CC(C)C)nc21
 : 1	-4	-3	1	0.1	0	-18	4	-5
> CCOc1cc(C)nc(NCc2ccccc2)n1
 : -4	3	7	7	-0.4	2	3	4	-15
> CCOc1ccc(N(CC)C(=O)COc2cc(=O)n(CC)c3ccccc23)cc1
 : -1	-21	-4	11	0.1	2	0	18	3
> Cc1ccc(N(CC(N)=O)C2SC(=O)N(C)C2=O)cc1 (stereo not given)
 : -1	-4	22	11	0.8	3	-3	-10	-11
> COc1ccc(C[C@H]2CN3C(=NC[C@H]3C)N2CCNC(=O)c2ccc(C)c(Br)c2)cc1
 : -11	-19	18	-33	0.7	12	9	-8	76*
> Cc1ccc(CCC(=O)Nc2ccccc2F)s1
 : -7	-5	3	7	-0.4	6	-5	7	-4
> C=CCc1cccc(/C=N/n2cnnc2)c1O
 : -1	-9	-2	7	0.6	11	9	2	4
> COCC1CCN(C(=O)c2cc(COc3ccc4c(c3)CCCC4)on2)C1 (stereo not given)
 : 3	-24	-25	13	0.8	-1	-3	10	1
> Cn1cnc2cc(NCc3ccccc3Cl)ccc21
 : -11	-13	8	2	2.1	1	-1	-6	-8
> Cc1ccc(N(C)C(=O)c2cc(S(=O)(=O)N3CCc4ccccc43)cn2C)cc1
 : -1	-2	-8	-3	0.1	0	-6	15	7
> O=C(OCC(=O)N1CCN(C(=O)c2ccco2)CC1)c1cc(S(=O)(=O)Nc2ccc(Cl)cc2)ccc1O
 : -4	-34	17	-7	5.5	7	37	-13	16
> C[C@]12c3[nH]c4ccccc4c3CCN1C(=O)C(CC(=O)NCCCn1ccnc1)C[C@@H]2C(=O)N1CCOCC1 (stereo not given in full)
 : -7	-5	26	7	0.1	3	-14	-19	-16

Compound profiles, as listed above.
`S=C(NCCc1ccccc1)Nc1ccccn1` is listed as M1 ag: -5; CHO parental Ca: -8; M1 PAM parental: 9; CHRM1 PAM: 1; CHO-K1 Ca ag: 1.0; TAAR1 agonist: 4; TAAR1 antag: -17; CHO-K1 Ca antag: -2; M1 antag: -1
`CCOc1ccc(N(CC)C(=O)COc2cc(=O)n(CC)c3ccccc23)cc1` is listed as M1 ag: -1; CHO parental Ca: -21; M1 PAM parental: -4; CHRM1 PAM: 11; CHO-K1 Ca ag: 0.1; TAAR1 agonist: 2; TAAR1 antag: 0; CHO-K1 Ca antag: 18; M1 antag: 3

Remaining list, next part.
SMILES	M1 ag	CHO parental Ca	M1 PAM parental	CHRM1 PAM	CHO-K1 Ca ag	TAAR1 agonist	TAAR1 antag	CHO-K1 Ca antag	M1 antag
Cc1cc(OCC(O)CN2CCOCC2)cc(C)c1Cl (stereo not given)	-6	0	-2	7	0.6	1	19	1	-10
C/C(=N/NC(=O)c1ccco1)c1cccnc1	-5	9	18	5	1.4	1	1	-1	0
O=C(C1CC(=O)N(C2CCCC2)C1)N1CCN(c2cccc(Cl)c2)CC1 (stereo not given)	0	-3	-16	1	4.5	8	-30	-3	2
Nc1nc(-c2ccc(F)cc2)cc(C(F)(F)F)n1	-3	5	1	-3	-0.7	0	-4	2	6
Cc1nnc(SCC(=O)NNC(=O)c2ccco2)s1	1	1	3	16	1.2	7	-41	-4	-17
Cc1cccc(C)c1NC(=O)CCS(=O)(=O)c1ccc(Br)cc1	-4	-18	-1	8	-0.7	1	0	-2	-13
O=c1c2ccccc2oc2cc(C#Cc3ccccn3)ccc12	-5	-2	25	4	1.7	9	2	-15	-5
Cc1ccc(OCC(=O)NC(=S)Nc2cccc(NC(=O)c3ccc(Cl)cc3Cl)c2)cc1	-1	-5	2	7	-0.2	3	26	9	-12
NC(=O)C1CCN(C2CC(=O)N(Cc3ccc(N4CCCC4=O)cc3)C2=O)CC1 (stereo not given)	-2	-5	7	9	0.3	6	-4	4	-11
CCOCCCNC(=S)NCCNc1nc2ccc(C)cc2cc1C#N	-10	-8	21	10	-0.2	-2	-7	-18	-15
CCOc1ccc(S(=O)(=O)NCCC(=O)N2CC(C)CC(C)C2)cc1 (stereo not given)	-1	-3	-6	-1	4.4	9	37	-1	-4
COc1ccc(CCCc2nnc(SCC(=O)Nc3ncc(C)s3)o2)cc1	-2	-12	20	14	1.9	4	19	-13	-17
COc1ccccc1OCCn1cc(/C=N/NC(=O)c2ccncc2)c2ccccc21	1	-22	6	-7	6.3	9	16	1	10
CC(C)Nc1nc(Nc2ccc(C(N)=O)cc2)c2sccc2n1	-5	/	11	1	2.0	4	4	-9	-8
CCN(CC)C(=O)c1sc2nc(-c3cccs3)cc(-c3ccc(Cl)cc3)c2c1N	-2	-24	7	0	-0.1	0	3	-1	-17
O=C(NCc1cccnc1)Nc1ccc2c(c1)OCO2	-2	-12	10	7	1.5	4	-7	-16	-8
